# Cardio protect = modulators protecting cardiomyocytes from myocardial damage | H9c2 cardiomyocytes, H2O2 injury protection, ATPLite, 2 h | 360,000 tested, 0.63% active | protection from H2O2 cell death, % at 20 µM | AID 588492;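 active = compounds giving at least 50% protection of heart cells from peroxide-induced death in the single-dose screen, raw or plate-pattern-corrected value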;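 note: 0% = DMSO wells with peroxide and 100% = DMSO wells without peroxide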
# MC4R ag barr = human MC4R agonism via beta-arrestin; 360,000 tested, 0.98% active; U2OS MC4R beta-arrestin complementation, luminescence; percent of melanotan II response, DMSO zero; activation, % at 8.9 µM; P32245; AID 540308;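 active = activation above a per-plate cutoff, the mean activation of sample wells on that plate plus 3 SD, cut at about 8% in these data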
# Glyco luc inh = N-linked glycosylation inhibition; D54 ERlucT glycosylation luciferase reporter, 24 h; percent of 100 nM tunicamycin response; reporter increase, % at 12.5 µM; 360,000 tested, 0.23% active; AID 588692;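 active = mean luciferase reporter signal, scaled so untreated is 0 and the glycosylation-blocking control 100, at or above a set limit in every replicate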;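 note: luciferase carries N-glycosylation sites so blocking glycosylation raises the light; 0% = median of neutral control wells and 100% = median of 100 nM tunicamycin wells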
# NOD2 RIPK2 PPI = inhibitors of human NOD2-RIPK2 interaction. 360,000 tested, 0.38% active. AID 624267. O43353. CHO BLA complementation NOD2-RIPK2, CCF4 ratio. inhibition, % at 4.98 µM; in the data active = inhibition above about 21%;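 note: 0% = vehicle only and 100% = reference blocker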
# NCOA2 inhibitor = human SRC2 (NCOA2) inhibition; Q15596; AID 651957; HEK293 GAL4-SRC2 luciferase reporter, luminescence; 370,000 tested, 0.17% active; inhibition, % at 9 µM;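 active = inhibition above the mean inhibition of all tested compounds plus 3 SD, set per campaign, cut at about 52% in these data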;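 note: 0% = DMSO treated cells and 100% = cells given Gossypol at 36 µM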
# MC4R antag cAMP = blocks human MC4R cAMP signaling; MC4R-expressing cells, MTII-stimulated cAMP, LANCE TR-FRET; inhibition, % at 6.5 µM; 360,000 tested, 0.48% active;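 active = inhibition above its plate's cutoff, the mean of tested wells on that plate plus 3 SD, cut at about 29% in these data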;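 note: 0% = Melanotan II alone and 100% = Melanotan II plus saturating MCL0020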
#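 Assay system: U2OS cells stably expressing human melanocortin 4 receptor (MC4R) / Dosing: 6.5 µM / Timing: compound 30 min, challenge 1 h, detection 1 h / Measured by: Eu-cAMP/anti-cAMP TR-FRET, emission 671 nm / Replicates: singlicate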
# ABCB6 inh 2 = human ABCB6 transporter inhibition; 360,000 tested, 0.19% active; K562-ABCB6 porphyrin accumulation, flow cytometry, 1 h; active compounds read low; fluorescence ratio to DMSO, % at 10 µM;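 active = fluorescence ratio to DMSO below 75%, the collection mean minus 3 SD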;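 note: signal is porphyrin accumulated inside mitochondria; 100% equals median channel fluorescence of DMSO control wells; lower ratio means ABCB6 inhibition with less porphyrin fluorescence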
# TLR9-MyD88 block = inhibitors of human TLR9-MyD88 binding; Q9NR96+Q99836; CHO BLA complementation TLR9-MyD88, CCF4 FRET ratio; inhibition, % at 4.98 µM; 340,000 tested, 0.21% active; AID 504734;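 active = inhibition above the mean over all tested compounds plus 3 SD, cut at about 21% in these data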;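 note: 0% = DMSO only wells and 100% = clavulanate BLA inhibitor control wells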
# Target sequence (Q99836 whole entry, looked up): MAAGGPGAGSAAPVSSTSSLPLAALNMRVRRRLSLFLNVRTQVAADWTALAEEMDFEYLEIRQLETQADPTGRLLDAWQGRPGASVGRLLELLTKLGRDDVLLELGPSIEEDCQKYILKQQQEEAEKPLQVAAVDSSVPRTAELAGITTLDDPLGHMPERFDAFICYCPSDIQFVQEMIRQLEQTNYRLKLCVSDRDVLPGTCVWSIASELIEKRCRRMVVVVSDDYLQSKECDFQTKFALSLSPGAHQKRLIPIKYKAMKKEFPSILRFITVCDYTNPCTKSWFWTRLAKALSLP
# Target sequence (Q9NR96 whole entry, looked up): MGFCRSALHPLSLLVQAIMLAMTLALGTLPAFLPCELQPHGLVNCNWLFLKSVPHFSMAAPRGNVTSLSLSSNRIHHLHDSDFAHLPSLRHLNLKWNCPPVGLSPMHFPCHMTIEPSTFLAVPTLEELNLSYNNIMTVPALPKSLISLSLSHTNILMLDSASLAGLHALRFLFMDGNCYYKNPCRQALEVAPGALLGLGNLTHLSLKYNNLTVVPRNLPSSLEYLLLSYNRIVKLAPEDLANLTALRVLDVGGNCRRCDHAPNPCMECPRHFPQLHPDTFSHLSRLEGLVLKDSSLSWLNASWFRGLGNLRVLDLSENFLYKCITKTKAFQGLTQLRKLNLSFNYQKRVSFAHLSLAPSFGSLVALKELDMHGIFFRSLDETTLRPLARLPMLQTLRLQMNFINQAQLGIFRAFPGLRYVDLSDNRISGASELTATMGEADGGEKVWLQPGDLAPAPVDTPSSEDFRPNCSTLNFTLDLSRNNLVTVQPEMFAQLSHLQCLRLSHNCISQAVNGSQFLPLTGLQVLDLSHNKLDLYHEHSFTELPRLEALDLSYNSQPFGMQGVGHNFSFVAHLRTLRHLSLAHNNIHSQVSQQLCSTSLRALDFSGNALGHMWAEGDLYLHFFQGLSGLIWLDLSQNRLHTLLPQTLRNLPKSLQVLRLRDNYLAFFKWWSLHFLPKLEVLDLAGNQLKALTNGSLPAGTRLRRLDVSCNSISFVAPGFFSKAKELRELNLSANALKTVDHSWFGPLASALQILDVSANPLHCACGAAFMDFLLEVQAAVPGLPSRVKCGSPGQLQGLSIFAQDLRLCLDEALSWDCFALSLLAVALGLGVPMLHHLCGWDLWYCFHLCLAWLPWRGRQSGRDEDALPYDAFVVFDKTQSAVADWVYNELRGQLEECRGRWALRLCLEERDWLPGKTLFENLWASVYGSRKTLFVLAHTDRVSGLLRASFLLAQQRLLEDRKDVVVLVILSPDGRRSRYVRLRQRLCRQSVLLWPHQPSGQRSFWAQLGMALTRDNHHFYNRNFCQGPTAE
# ABHD5-PLIN5 inh = blocks binding of human ABHD5 to perilipin-5. Q00G26+Q8WTS1. Split G. princeps luciferase complementation, luminescence, 4 h. inhibition, % at 4 µM. 360,000 tested, 0.78% active. AID 602281;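 active = inhibition above the mean inhibition across every tested compound plus 3 SD, cut at about 22% in these data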;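 note: 0% = DMSO only wells and the 100% control is not disclosed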
# m5-HT2A agonist = agonists of mouse serotonin 5-HT2A receptor (HTR2A). P35363. CHO-K1 mHTR2A beta-arrestin complementation, luminescence; percent of 30 µM serotonin response. activation, % at 7.6 µM. 360,000 tested, 0.66% active. AID 624169;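 active = activation above a run cutoff, the mean activation of all tested compounds plus 3 SD, cut at about 14% in these data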;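 note: 0% = plate median of compound wells and 100% = 30 µM serotonin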
# * hit, by the source's call; x = not tested or not shown. This is a subset; the hit share may differ from the screen's.
SMILES,Cardio protect,MC4R ag barr,Glyco luc inh,NOD2 RIPK2 PPI,NCOA2 inhibitor,MC4R antag cAMP,ABCB6 inh 2,TLR9-MyD88 block,ABHD5-PLIN5 inh,m5-HT2A agonist
O=c1[nH]c2c(n(C3CCCCC3)c1=O)CCC2,-2,-0.4,2,6,21,7,90,1,6,1
CCOc1ccccc1-n1nnnc1SCC(=O)NCc1ccco1,2,-3.0,1,-12,-33,0,99,-2,-3,-5
Cc1sc2nc(SCC(=O)Nc3ccc(S(N)(=O)=O)cc3)[nH]c(=O)c2c1C,24,-2.2,x,-13,-10,7,103,-4,7,3
Cn1c(CC(=O)NCCO)c(Sc2ccccc2)c2ccccc21,3,-2.3,2,-8,-8,0,99,-3,7,-2
Cc1cccnc1NC(=O)C(c1ccccc1)c1ccccc1,-4,1.2,-3,-6,-24,14,96,-6,-7,9
O=c1ccnc(SCc2ccccc2Cl)[nH]1,3,0.1,2,-15,-14,-7,94,5,4,3
CC(C)(C)c1cc(NC(=O)Nc2ccccc2)no1,-12,5.2,-9,-6,-33,-2,98,-5,-10,6
CCn1ncc(Br)c1C(=O)Nc1cccc(F)c1,9,-2.8,4,4,-20,-4,98,-13,-1,2
CCOC(=O)c1ccc(NC(=O)C2CC3CCC2C3)cc1 (stereo not given),-16,-2.8,-4,-4,-69,-2,97,x,-2,0
CC(c1ccco1)N(C(=O)c1ccc(S(=O)(=O)N2CCCCC2)cc1)c1ccccn1 (stereo not given),4,-2.8,-3,4,-19,0,94,0,-5,-5
CN(C(=O)COC(=O)CNS(=O)(=O)/C=C/c1ccccc1)C1CCS(=O)(=O)C1 (stereo not given),0,0.8,2,0,-3,4,101,1,1,1
CCCCC#Cc1ccc2c(c1)COc1c3ccccc3nn1-2,-5,1.3,-15,-11,-67,10,102,5,0,-5
CCOC(=O)/C(C#N)=C/c1cn(CCC(=O)O)nc1-c1ccc(OC)cc1,7,-0.3,1,1,-11,0,100,1,2,-4
CC(C)n1cnnc1SCC(=O)Nc1cccc(S(=O)(=O)N(C)c2ccccc2)c1,-6,-1.8,-1,-5,15,3,97,-2,0,3
Cc1[nH]n(-c2nc(-c3ccccc3F)cc(=O)[nH]2)c(=O)c1CCO,0,-3.3,2,-6,-5,5,94,6,2,-1
CCN(CC)CCNc1cc(C)c(C#N)c2nc3ccccc3n12,8,0.8,7,13,-31,23,100,-9,0,-1
CN(CCO)S(=O)(=O)c1ccc2c(c1)C(=O)c1cc(S(=O)(=O)N(C)CCO)ccc1-2,5,-0.7,3,-2,-11,10,95,-6,0,-3
CN(C)c1ccc(/C=C/c2nnnn2-c2ccccc2)cc1,-6,0.3,-5,6,-34,-7,93,1,4,-1
COc1ccc(CCNC(=S)NNC(=O)c2c(Br)c(C)nn2C)cc1OC,3,-4.9,3,1,4,-2,98,-2,2,10
CCNC(=O)NC(=O)C(C)OC(=O)CCS(=O)(=O)c1ccc(C)cc1 (stereo not given),13,1.1,1,-1,15,-5,85,11,-4,2
CCCNC(=O)C1(C)CCN(CCC(=O)c2ccc(Br)cc2)C1 (stereo not given),-18,-0.5,3,-5,-15,1,100,x,4,2
C#Cc1cccc(C(=O)N2CCCC(Nc3cccc(F)c3)C2)c1 (stereo not given),-2,-1.3,0,6,-4,2,87,3,1,-1
CCOC(=O)N1CCC(Nc2ccc3nnc(-c4ccccc4)n3n2)CC1,23,-1.1,8,-12,-40,7,97,-9,4,4
COc1ccccc1C(=O)NNC(=O)Cc1ccccc1,-2,0.2,-1,2,-5,2,87,10,3,8
COC(=O)c1c(C)nc(C)c2c(=O)oc3ccccc3c12,24,1.4,0,-2,-7,-2,94,-2,1,5

# A draw from above in order of molar mass, high to low.
SMILES,Cardio protect,MC4R ag barr,Glyco luc inh,NOD2 RIPK2 PPI,NCOA2 inhibitor,MC4R antag cAMP,ABCB6 inh 2,TLR9-MyD88 block,ABHD5-PLIN5 inh,m5-HT2A agonist
COc1ccccc1C(=O)NNC(=O)Cc1ccccc1,-2,0.2,-1,2,-5,2,87,10,3,8
CC(C)(C)c1cc(NC(=O)Nc2ccccc2)no1,-12,5.2,-9,-6,-33,-2,98,-5,-10,6
O=c1ccnc(SCc2ccccc2Cl)[nH]1,3,0.1,2,-15,-14,-7,94,5,4,3

# The list goes on:
SMILES,Cardio protect,MC4R ag barr,Glyco luc inh,NOD2 RIPK2 PPI,NCOA2 inhibitor,MC4R antag cAMP,ABCB6 inh 2,TLR9-MyD88 block,ABHD5-PLIN5 inh,m5-HT2A agonist
CCOC(=O)C1(C)CCN1C(=O)c1ccc(C(=O)OC)cc1 (stereo not given),4,0.0,1,-1,-22,10,102,x,-3,-4
O=C(OCC(=O)N1CCCC1=O)c1ncc(Cl)c(Cl)c1Cl,-3,-0.7,2,-7,25,31*,103,6,10,-1
NNC(=O)c1ccc(Cn2cc(Br)c(N)n2)cc1,3,-0.1,1,5,-20,-1,102,3,-3,0
CCOc1ccc(/C=C2\SC(=O)N(CCNC(=O)C3COc4ccccc4O3)C2=O)cc1OC (stereo not given),-8,-2.3,0,-2,-25,-7,92,-4,6,6
O=C(CNCc1ccco1)Nc1ccc(N2CCCCCC2)cc1,0,-2.2,0,3,0,-10,98,-5,-3,-2
O=C1CCCC2=C1C(c1ccncc1)c1c(nc(SCc3ccccc3Cl)[nH]c1=O)N2 (stereo not given),14,-0.9,3,-5,8,4,97,-1,17,1
CN(Cc1ccno1)Cc1cn(C)nc1-c1ccc(Oc2ccccc2)cc1,-7,1.2,-2,-11,-9,13,96,-3,8,-5
C=CCn1c(SCC(=O)c2ccc(OC)cc2)nnc1C(C)NC(=O)c1cccs1 (stereo not given),-4,1.1,1,-15,-24,7,93,-2,1,1
O=C(Cc1ccc(S(=O)(=O)N2CCOCC2)s1)NCC(=O)Nc1ccccc1Br,1,-0.5,1,-6,13,7,102,3,-1,-7
COc1ccc(NC(=O)C(=O)NCCC2CCCCN2S(=O)(=O)c2cccs2)cc1 (stereo not given),1,-3.2,5,7,11,-22,101,-5,-4,1
CCCCn1nnnc1C1(C)CCC(=O)N1Cc1cc(OC)ccc1OC (stereo not given),x,x,x,-8,-26,x,97,x,-4,0
OCCN1CCN(CCSc2ccccc2)CC1,-5,-0.1,0,-3,8,-3,93,0,7,-1
O=C1N=C(N2CCN(c3ccccc3)CC2)S/C1=C\c1ccco1,2,4.3,0,5,6,-7,103,1,13,-7
CC(C)(C)C(=O)NC(=S)Nc1ccccc1F,-4,1.0,2,5,-27,6,108,6,0,2
O=S(=O)(NCC1CCCO1)c1ccc(Cl)c2ccccc12 (stereo not given),1,-1.6,-1,-1,14,-2,96,-3,-7,5
O=C(COC(=O)c1ccc(O)cc1)c1ccc(S(=O)(=O)N2CCCCC2)cc1,-6,-1.1,3,-7,29,11,106,-2,2,-2
COc1cc(C(C(=O)NC2CCCC2)N(C(=O)c2snc(C(N)=O)c2N)c2ccccc2)cc(OC)c1OC (stereo not given),-9,-0.8,0,0,-9,23,98,2,-22,2
O=C(c1ccc(F)cc1)N(Cc1ccco1)C1CCS(=O)(=O)C1 (stereo not given),-6,-4.4,x,-10,-12,7,89,0,3,1
CC1(C(=O)Nc2cccc3ccccc23)CC1(Br)Br (stereo not given),-15,1.4,6,4,9,6,99,-6,-8,-1
COc1ccc(NC(=O)C2CCN(S(=O)(=O)c3c(C)nn(C)c3C)CC2)cc1,0,-2.9,-1,-2,6,15,105,2,-2,-3
O=C(Nc1nc2c(s1)CCCC2)c1ccc(Br)s1,-18,1.7,-15,2,-19,13,97,-4,-3,-6
O=C(COC(=O)/C=C/c1ccc(C(F)(F)F)cc1)NC(=O)NCc1ccco1,-7,4.4,2,-1,-30,2,100,-2,8,4
Cc1ccc2[nH]c3c(=O)n4c(nc3c2c1)SCC4,-4,-2.4,7,-10,-34,1,90,-2,3,0
Cc1cccc(NC(=O)[C@H](C)NC(=O)[C@@H]2Cc3ccccc3CN2C(=O)OC(C)(C)C)c1,2,-0.7,0,-10,5,0,94,0,-2,-16
CC(NS(=O)(=O)c1cn(C)c(=O)n(C)c1=O)c1ccccc1 (stereo not given),4,-3.5,-1,-5,-31,-5,101,1,-1,0
# Remaining list, next part.
SMILES,Cardio protect,MC4R ag barr,Glyco luc inh,NOD2 RIPK2 PPI,NCOA2 inhibitor,MC4R antag cAMP,ABCB6 inh 2,TLR9-MyD88 block,ABHD5-PLIN5 inh,m5-HT2A agonist
Cn1c(=O)c2cc(NC(=O)NCCc3cccs3)ccc2n1C/C=C/c1ccccc1,1,0.4,-3,-4,x,1,98,x,5,-5
CSc1nc2[nH]c(=O)n(O)c(=O)c2n1Cc1ccccc1,3,-1.9,-3,-2,-12,0,90,4,-4,1
O=C(COC(=O)C1CC(=O)N(Cc2ccccc2)C1)Nc1ccc2c(c1)OCO2 (stereo not given),1,-1.8,3,-7,12,2,97,-7,-4,-7
COc1ccccc1Cc1c(-c2ccc(F)cc2)nc2cc(C)c(Br)c(C)n12,x,x,x,8,-33,x,98,x,-11,-2
Cc1ccccc1-n1c(=S)[nH]c2nc3c(cc2c1=O)CCCC3,6,-2.1,2,-10,13,3,102,-2,-5,-2
O=C(COc1ccccc1)NCc1nnc(SCC(=O)Nc2nccs2)n1-c1ccccc1,11,-1.2,3,6,-10,3,85,7,1,4
Cc1cc(C)n(-c2ccc(C(=O)OCC(=O)Nc3ccc(Cl)c(S(=O)(=O)N(C)C)c3)cc2)n1,0,-1.3,1,4,-10,5,102,-3,5,3
CC(C)n1cc(-c2nc(C(=O)NN)cs2)c(=O)n(Cc2ccccc2)c1=O,0,-0.7,0,-11,0,1,102,10,-5,-5
CCn1c(C)nc2cc(C(=O)NN=Cc3ccccc3OC(F)F)ccc21,7,-2.9,2,0,-38,12,97,2,-1,-4
COc1ccc(C(O)(C(=O)NNc2ccc(C)cc2)c2cccs2)cc1 (stereo not given),2,-0.8,4,0,-6,4,96,-1,6,-4
CC(C)CN1C(=O)C(=O)N(CC(=O)N2CCN(c3ccccc3)CC2)C1=O,6,-2.0,0,-2,-27,7,100,3,-9,-2
COC1(NC(=O)c2ccccc2)C(C)=CC(=O)C=C1C,0,0.0,1,1,-4,7,97,3,5,-1
COc1ccccc1C1CC(c2ccccc2)=NN1S(=O)(=O)c1ccccc1 (stereo not given),-2,-0.3,-1,1,12,7,100,2,1,-2
COc1ccc(C(=O)/C=C/c2cn(CC(O)CN3CCOCC3)c3ccccc23)cc1 (stereo not given),0,-2.0,-3,19,x,5,100,11,17,-4

# 4 compounds from above, limited to m5-HT2A agonist, MC4R antag cAMP and MC4R ag barr:
Structure	m5-HT2A agonist	MC4R antag cAMP	MC4R ag barr
CC(C)n1cc(-c2nc(C(=O)NN)cs2)c(=O)n(Cc2ccccc2)c1=O	-5	1	-0.7
CCn1c(C)nc2cc(C(=O)NN=Cc3ccccc3OC(F)F)ccc21	-4	12	-2.9
COc1ccc(C(O)(C(=O)NNc2ccc(C)cc2)c2cccs2)cc1 (stereo not given)	-4	4	-0.8
CC(C)CN1C(=O)C(=O)N(CC(=O)N2CCN(c3ccccc3)CC2)C1=O	-2	7	-2.0
